From PubChem
BAZ2B block = blocks human BAZ2B; Q9UIF8; AlphaScreen BAZ2B-H3K14Ac peptide displacement; Potency, µM (highest dose often 114 µM), inactives show at the highest dose activity change, negative = inhibition, actives largely listed as inhibitors; actives 4.4% (n = 360,000); also: % is scaled to controls: 0 for no effect and ±100 for the full control effect; nearly all actives have a fitted effect of over 60% in size
Target sequence (Q9UIF8 whole entry, looked up): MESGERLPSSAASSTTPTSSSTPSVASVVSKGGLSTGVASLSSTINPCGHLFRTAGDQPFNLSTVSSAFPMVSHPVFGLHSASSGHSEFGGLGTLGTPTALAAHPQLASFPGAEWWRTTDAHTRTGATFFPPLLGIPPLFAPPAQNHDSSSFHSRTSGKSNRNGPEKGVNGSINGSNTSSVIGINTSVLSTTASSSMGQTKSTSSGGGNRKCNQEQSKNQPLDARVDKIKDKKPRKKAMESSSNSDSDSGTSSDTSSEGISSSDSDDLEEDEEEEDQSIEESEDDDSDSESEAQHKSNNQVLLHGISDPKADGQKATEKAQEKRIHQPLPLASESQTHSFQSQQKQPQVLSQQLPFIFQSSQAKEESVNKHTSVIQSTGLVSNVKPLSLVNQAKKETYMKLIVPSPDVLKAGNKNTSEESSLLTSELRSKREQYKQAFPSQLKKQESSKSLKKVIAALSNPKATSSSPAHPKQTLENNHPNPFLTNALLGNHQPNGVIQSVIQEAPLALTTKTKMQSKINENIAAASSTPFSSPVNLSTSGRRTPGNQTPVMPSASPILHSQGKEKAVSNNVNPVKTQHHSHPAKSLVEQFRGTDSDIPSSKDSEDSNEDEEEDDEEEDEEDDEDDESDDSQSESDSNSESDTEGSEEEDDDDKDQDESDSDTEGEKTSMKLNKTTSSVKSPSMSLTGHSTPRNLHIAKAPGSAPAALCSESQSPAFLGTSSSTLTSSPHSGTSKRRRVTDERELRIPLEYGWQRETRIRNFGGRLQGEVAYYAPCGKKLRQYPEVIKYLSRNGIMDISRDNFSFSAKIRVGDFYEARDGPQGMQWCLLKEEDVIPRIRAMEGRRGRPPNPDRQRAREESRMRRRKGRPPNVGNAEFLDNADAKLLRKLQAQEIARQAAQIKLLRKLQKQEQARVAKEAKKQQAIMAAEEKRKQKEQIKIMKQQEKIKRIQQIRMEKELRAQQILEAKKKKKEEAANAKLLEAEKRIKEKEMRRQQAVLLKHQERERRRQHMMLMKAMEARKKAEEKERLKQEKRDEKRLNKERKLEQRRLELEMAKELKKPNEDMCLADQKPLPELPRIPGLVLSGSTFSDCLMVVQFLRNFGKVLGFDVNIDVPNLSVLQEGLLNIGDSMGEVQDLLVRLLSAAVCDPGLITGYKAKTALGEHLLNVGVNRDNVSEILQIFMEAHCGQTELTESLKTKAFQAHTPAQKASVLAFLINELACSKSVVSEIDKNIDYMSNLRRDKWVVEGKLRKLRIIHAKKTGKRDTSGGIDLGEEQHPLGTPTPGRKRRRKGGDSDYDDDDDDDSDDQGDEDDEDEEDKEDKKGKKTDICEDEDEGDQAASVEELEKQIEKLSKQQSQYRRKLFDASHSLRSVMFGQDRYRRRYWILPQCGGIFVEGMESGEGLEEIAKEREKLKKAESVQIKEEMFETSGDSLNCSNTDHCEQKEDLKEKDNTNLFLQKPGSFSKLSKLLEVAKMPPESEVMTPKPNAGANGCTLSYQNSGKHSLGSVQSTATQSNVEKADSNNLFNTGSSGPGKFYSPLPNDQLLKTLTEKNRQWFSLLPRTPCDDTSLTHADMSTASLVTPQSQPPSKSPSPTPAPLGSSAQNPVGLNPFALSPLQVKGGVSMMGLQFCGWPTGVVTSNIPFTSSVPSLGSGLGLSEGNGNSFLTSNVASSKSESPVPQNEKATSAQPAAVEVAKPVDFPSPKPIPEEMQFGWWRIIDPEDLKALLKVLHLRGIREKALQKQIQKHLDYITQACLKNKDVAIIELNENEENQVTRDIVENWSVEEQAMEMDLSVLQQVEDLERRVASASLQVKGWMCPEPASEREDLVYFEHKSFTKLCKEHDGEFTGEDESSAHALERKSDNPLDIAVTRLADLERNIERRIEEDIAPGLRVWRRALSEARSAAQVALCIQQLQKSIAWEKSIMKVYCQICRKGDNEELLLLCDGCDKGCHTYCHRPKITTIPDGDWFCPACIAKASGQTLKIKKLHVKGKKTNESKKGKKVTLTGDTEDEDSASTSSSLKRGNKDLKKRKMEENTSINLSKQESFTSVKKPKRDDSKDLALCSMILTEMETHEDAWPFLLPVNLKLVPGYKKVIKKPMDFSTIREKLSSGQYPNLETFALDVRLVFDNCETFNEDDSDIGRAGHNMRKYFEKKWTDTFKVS
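BAZ2B (50 nM) with biotin-H3(5-23)K14Ac peptide (50 nM) in PBS pH 7.4, 0.01% Tween-20, preformed 30 min, then compound 30 min at room temperature; top concentration 110uM. AlphaScreen streptavidin donor/nickel chelate acceptor beads (10 ug/mL final), 20 min dark, signal read.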
BLM helicase inh = inhibitors of human Bloom syndrome helicase BLM. P54132. recombinant BLM DNA unwinding, fluorescence dequenching. Potency, µM (highest dose often 56.1 µM), for inactives: top-dose activity change, negative = inhibition, most hits filed as inhibitors. actives 0.2% (n = 350,000). AID 2528;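 also: plate controls were vehicle for no effect and no enzyme for full effect; nearly all actives have a fitted effect of over 35% in size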
Pol iota inh = inhibitors of human DNA polymerase iota. Pol iota fluorescent replication assay, 10 min. Potency, µM (series often up to 115 µM), for inactives: at the highest dose activity, negative = inhibition, actives largely listed as inhibitors. actives 1% (n = 390,000). AID 588590
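Fluorescent replication assay read twice, at 0 min and 10 min after adding 50 nM (final) substrate. Enzyme (10 nM) and compounds were first incubated 15 min at room temperature; enzyme-free buffer wells were negative controls.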
JMJD2A Tudor = JMJD2A Tudor domain (human) inhibition; AID 504339; O75164; actives 4.4% (n = 390,000); Potency, µM (series often up to 114 µM), inactives show at the highest dose activity change, negative = inhibition, actives largely listed as inhibitors; AlphaScreen JMJD2A-Tudor / H3K4me3 peptide binding; also: % is scaled to controls: 0 for no effect and ±100 for the full control effect; nearly all actives have a fitted effect of over 50% in size
POLK inh = DNA polymerase kappa (human) inhibition; purified Pol kappa, fluorescent DNA synthesis assay, 10 min; Potency, µM (highest dose often 107 µM), without a hit: at the highest dose activity, negative = inhibition, hits mostly inhibitors; actives 0.53% (n = 400,000); Q9UBT6; also: % is scaled to controls: 0 for no effect and ±100 for the full control effect
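10 nM Pol kappa preincubated 15 min at room temperature with compounds, then reaction started with substrate at 50 nM final. Fluorescence read kinetically at 0 and 10 min; buffer-only wells served as negative control.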
POLB inh = DNA polymerase beta (human) inhibition; P06746; Pol beta primer extension/strand displacement, fluorescence kinetic; actives 1.3% (n = 340,000); Potency, µM (doses to about 114 µM), without a hit: top-dose activity change, negative = inhibition, hits mostly inhibitors; also: % is scaled to controls: 0 for no effect and ±100 for the full control effect
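Enzyme-only controls used 10 nM Pol beta; buffer lacking enzyme served as negative control. Compound preincubated 15 min, then 50 nM substrate added; 0 and 10 min reads at room temperature.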
G9a block = inhibitors of human histone lysine methyltransferase G9a. actives 8.8% (n = 350,000). AID 504332. Potency, µM (top dose mostly 102 µM), inactives show at the top dose activity, negative = inhibition, most hits filed as inhibitors. G9a H3K9 monomethylation, AlphaScreen, 2 h. Q96KQ7; also: % is scaled to controls: 0 for no effect and ±100 for the full control effect; nearly all actives have a fitted effect of over 75% in size
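AlphaScreen detection with an anti-monomethyl H3K9 antibody quantified product after a 2 h room-temperature reaction containing 500 nM biotinylated H3K9 peptide, 20 µM SAM and 20 nM enzyme, which had been preincubated 15 min with compound.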
APE1 inh = inhibitors of human APE1 endonuclease. P27695. recombinant APE1, TAMRA/BHQ-2 abasic DNA cleavage fluorescence. Potency, µM (doses to about 65.8 µM), inactives show at the highest dose activity change, negative = inhibition, most hits filed as inhibitors. actives 0.35% (n = 350,000). AID 2517;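 also: plate controls were vehicle for no effect and reference inhibitor for full effect; nearly all actives have a fitted effect of over 55% in size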
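Kinetic fluorescence read (525 ex/598 em nm, three reads 60 s apart) of AP-site incision; signal = third minus first read. Enzyme 0.75 nM, dual-labelled THF duplex 50 nM, compound preincubation 15 min RT.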
POLH inh = DNA polymerase eta (human) inhibition; Q9Y253; recombinant Pol eta, fluorescent DNA replication assay; Potency, µM (doses to about 114 µM), without a hit: top-dose activity change, negative = inhibition, most hits filed as inhibitors; actives 1.2% (n = 390,000); also: % is scaled to controls: 0 for no effect and ±100 for the full control effect
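Pol eta at 10 nM preincubated with compounds 15 min at room temperature; reaction started with fluorescent substrate (50 nM final) and read kinetically at 0 and 10 min.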
* hit, by the source's call; ? = inconclusive; nt = no result given; & = joins results of further samples; [ ] = remark or other dose. Calls follow the shape of the dose curve; as a rule, active = well fitted curve in the direction sought with a large enough effect; inconclusive = small, poorly fitted or top-dose-only effect, or another doubt; inactive = no such curve, though single readings can be large; an effect the other way counts as inactive or inconclusive. Potency is read from the fitted curve at half-maximal effect. An excerpt; rates above refer to the full screens.

BAZ2B block | BLM helicase inh | Pol iota inh | JMJD2A Tudor | POLK inh | POLB inh | G9a block | APE1 inh | POLH inh | compound
1% | nt | 35%[activator] | -8% | 5% | nt | -8% | 26% | -10% | COc1ccc(S(=O)(=O)N2CCCC(C(=O)NC3CC3)C2)cc1OC (configuration not stated)
50µM* | 1% | 35%[activator] | 25µM* | 2% | 8% | 22µM* | -5% | 1% | CCOCCCNC(=S)N1CCN(CC)CC1
-9% | -3% | ? | -24% | -9% | -2% | 50µM* | 1% | ? | Cc1cc(C(=O)CSc2nnc(N)s2)c(C)n1-c1c(C)n(C)n(-c2ccccc2)c1=O
-5% | -2% | -1% | -7% | 0% | 10% | -22% | 6% | -6% | Cc1ccc(S(=O)(=O)NCCCN2CCOCC2)c(C)c1
-11% | -1% | ? | -7% | -8% | ? | 6% | 0% | -13% | C=COCCNC(=S)Nc1cccc(Cl)c1
3% | -16% | 147%[activator] | -8% | -9% | 8% | -4%[59 µM] | 5% | -21% | O=C(c1cc2ccccc2c(=O)o1)N1CCCCCC1
-22% | -8% | -4% | -16% | -6% | -24% | 7% | 0% | -3% | O=c1c2cc(NC(=S)NC3CCCCC3)ccc2nc2n1CCCCC2
1% | -14% | ? | -15% | -5% | ? | -42%[59 µM] | 1% | ? | CC(NC(=O)Cn1ncc(Cl)c(Cl)c1=O)C12CC3CC(CC(C3)C1)C2 (configuration not stated)
nt | 0% | nt | nt | 10%[60.1 µM] | nt | 3%[12.7 µM] | 2% | nt | COc1ccc(C(=O)N2CCC3(CCCN(C)C3)CC2)cc1
84%[activator] | -6% | -7% | 112%[activator] | -5% | 31% | 192%[activator][59 µM] | nt | -13% | CCOC(=O)CSc1nc(-c2ccc(C)cc2C)cc(-c2ccccc2)c1C#N

An excerpt from above in order of the APE1 inh value, high to low.
SMILES	APE1 inh
Cc1ccc(S(=O)(=O)NCCCN2CCOCC2)c(C)c1	6%
COc1ccc(C(=O)N2CCC3(CCCN(C)C3)CC2)cc1	2%
O=c1c2cc(NC(=S)NC3CCCCC3)ccc2nc2n1CCCCC2	0%

Next part.
BAZ2B block | BLM helicase inh | Pol iota inh | JMJD2A Tudor | POLK inh | POLB inh | G9a block | APE1 inh | POLH inh | compound
-31% | -8% | 58%[activator] | -21% | -9% | -12% | 14µM* | -2% | -14% | O=C(NC(=S)Nc1ccc(S(=O)(=O)Nc2ccccc2)cc1)C1CC1
8% | nt | 12% | -16% | -9% | nt | -11% | 0% | -7% | Cc1ccc(C)c(S(=O)(=O)N2CCN(C(=O)CCNS(=O)(=O)c3ccc(C)c(C)c3)CC2)c1
? | -11% | -18% | -17% | -23% | ? | nt | -11% | ? | COc1cccc(NS(=O)(=O)c2ccc3[nH]cc(C(=O)NCCC(C)C)c(=O)c3c2)c1
5% | 3% | 16% | 3% | -12% | 58% | -10% | 5% | -4% | Cc1ccc(C)c(N(CC(=O)NCc2ccccc2)C(=O)c2csnn2)c1
? | 4% | -10% | -29% | -12% | 35% | ? | 12% | -18% | Oc1ccc(C2=NNC(=NCc3ccc4c(c3)OCO4)SC2)c(O)c1
nt | 4% | nt | nt | -7%[60.1 µM] | nt | 16%&44%[59 µM] | 0% | nt | CC(=O)[C@H]1CC[C@H]2C3CC=C4C[C@@H](O)CC[C@]4(C)C3CC[C@]12C (some centres not stated)
-38% | -8% | 12% | -33% | -4% | -1% | ? | -6% | -13% | Cc1cccc(N2CCN(C(=S)c3ccccc3)CC2)c1
-10% | -3% | 5% | -10% | -13% | 48% | -5%[59 µM] | nt | -2% | Cn1c(C(=O)Nc2ccc(OC(F)(F)F)cc2)cc2c(=O)n3ccccc3nc21
1% | -2% | 16% | -16% | -6% | -1% | 1%[59 µM] | nt | -11% | CN(c1ccccc1)S(=O)(=O)c1nnc(NC(=O)c2ccccc2)s1
1% | 0% | ? | -2% | -19% | 17% | -6%[59 µM] | -4% | -25% | Cc1ccc2occ(/C=N/O)c(=O)c2c1
-9% | -2% | 32%[activator] | -12% | -21% | ? | -23% | 17% | -6% | COc1ccc(CCNC(=O)c2c(N)no[n+]2[O-])cc1OC
-22% | -2% | 13% | -18% | -3% | 5% | -11% | -4% | -11% | O=C(NCc1ccco1)C(=O)NCC1OCCCN1S(=O)(=O)c1ccc(Cl)cc1 (configuration not stated)
-11% | -10% | 17% | -13% | -1% | 17% | ? | -6% | -17% | Cc1[nH][nH]c(=O)c1N=Nc1ccc(Cl)cc1
-6% | 1% | 17% | -13% | -4% | -8% | 39%[59 µM] | 1% | -23% | COc1ccc(C(=O)NNC2=NC(C)(C)Cc3cc(C)c(C)cc32)cc1
-13% | -1% | 13% | -20% | -2% | 52% | nt | -3% | -8% | COC(=O)c1c(NC(=O)c2ccco2)sc2c1CCN(C(C)=O)C2
-9% | -2% | 16% | ? | -9% | 23% | 17%[59 µM] | 19% | -8% | Cc1cc(N)ccc1N=Nc1c(C)n(C)n(-c2ccccc2)c1=O
148%[activator] | -6% | 17% | 141%[activator] | -1% | 0% | 342%[activator] | 0% | -17% | COc1ccc(CC(=O)O/N=C(\N)c2ccc(C)cc2)cc1
-2% | -4% | 12% | -9% | -10% | -14% | -22%[59 µM] | -8% | -15% | CCCCC(=O)Nc1cc(OC)c(NC(=O)C2CCCCC2)cc1OC
-6% | -11% | ? | 11% | -13% | -1% | 15%[12.7 µM] | -5% | -5% | C=CCn1c(N)c(C(=O)Nc2ccccc2)c2nc3ccccc3nc21
-7%[57.1 µM] | -4% | ? | -4% | 3% | -3% | 6% | -15% | ? | O=C1C(=O)N(CCS(=O)(=O)c2ccccc2)c2ccc(Cl)cc21
? | -7% | 0% | 56µM* | -13% | -16% | 3.2µM* | 1% | -15% | O=[N+]([O-])c1ccccc1/C=C/C=N/n1c(-c2ccccc2)n[nH]c1=S
nt | nt | 7% | 20µM* | -3% | nt | nt | nt | -18% | Cc1nc2[nH]c(=S)[nH]c2c(=O)[nH]1
-12% | 1% | 102%[activator] | -17% | 0% | 28% | 0% | 1% | -14% | COc1cccc(CNC(=O)CSc2ccc(-c3cccs3)nn2)c1
-7% | -1% | 8% | -12% | -9% | 0% | nt | -1% | -13% | COc1ccccc1CC(=O)N1CCN(S(=O)(=O)c2ccccc2)CC1
-1% | nt | -19% | -9% | -4% | nt | -3%[12.7 µM] | 17% | -8% | CC(C)CN(CC(C)C)C(=O)COn1nnc2ccc(S(=O)(=O)N3CCOCC3)cc21
0% | -3% | 130%[activator] | -16% | 2% | 3% | 16% | 22% | -8% | CC(=O)c1cccc(OCCCOc2cccc3cccnc23)c1
10% | -1% | 21% | -16% | -2% | 19% | -9%[59 µM] | 0% | -4% | O=C(C1CCC1)N1CCC(c2nc3c(nnn3Cc3c(F)cccc3Cl)c(=O)[nH]2)CC1
nt | -4% | 9% | -6% | -5% | 29% | 5% | -1% | -21% | CSC1=NCCN1S(=O)(=O)c1ccc2ccccc2c1
-2% | -4% | 0% | -10% | 1%[60.1 µM] | 41% | -1%[59 µM] | nt | 0% | Cc1c(C(=O)Nc2cccc(Cl)c2)sc2nc3n(c(=O)c12)N=C(c1cccc(Br)c1)CS3
10µM* | -4% | 36%[activator] | 35µM* | -19% | 10% | 11µM* | 2% | -5% | Cc1ccc(Nc2cc(C)nc3c(C)ccc([N+](=O)[O-])c23)cc1
-26% | 0% | -7%[58.9 µM] | -16% | -4% | -12% | -38%[59 µM] | 0% | ? | Cc1cc(C(=O)Nc2cccc(C(=O)O)c2)c(C)o1
-23% | 0% | 1% | -8% | -16% | 10% | 0% | 2% | -4% | O=C(c1ccccc1F)N(Cc1cccnc1)Cc1cc2cc3c(cc2[nH]c1=O)OCCO3
-9% | -5% | 140%[activator] | -6% | -3% | 25% | 6% | ? | -15% | Cc1c(NC(=O)COC(=O)C23CC4CC(CC(Br)(C4)C2)C3)c(=O)n(-c2ccccc2)n1C
7% | 4% | -12% | -9% | -13% | ? | ? | 4% | -4% | CC1=C(C(=O)NCc2ccco2)C2(CCC(C)CC2)OC1=O (configuration not stated)
-27% | -16% | ? | ? | -8% | ? | -22%[59 µM] | 15%[12.4 µM] | ? | CCN(CC)c1ccc(NC(=O)CSc2nc(C3CC3)nc3ccccc23)cc1C
3% | -8% | 0% | 14% | 2% | -4% | -5%[59 µM] | 1% | -17% | CCOC(=O)c1cnc(SC)nc1Nc1cccc2ccccc12
19% | -2% | 26% | -10% | -3% | 1% | 34%[12.7 µM] | 3% | -9% | CC(C)NC(=O)NCCCCCCS(C)=O (configuration not stated)
-9% | -2% | 9% | 5% | -4% | 10% | -3% | -4% | -6% | Cc1cc(-c2ccccc2)nc(SC(C(=O)O)c2ccccc2)n1 (configuration not stated)
9% | nt | -13% | -7% | 6% | nt | ? | -8% | -11% | CCCNC(=O)N1CCN(S(=O)(=O)c2ccc3c(c2)OCCO3)CC1
157%[activator] | -5% | 25% | 81%[activator] | -3% | 11% | 211%[activator] | -12% | -27% | CCCCOC(=O)Cn1c(-c2ccccc2)nc2ccccc2c1=O
-9% | -3% | 7% | -6% | -12% | 0% | 40µM* | -3% | 3% | C/C(=N/Nc1ccc(Cl)cc1)c1cnnc(-c2ccccc2)n1
-9% | nt | 79%[activator] | -20% | 4% | nt | ? | 20% | -14% | COc1ccc(C)cc1CN(C)c1ccc(S(=O)(=O)N2CCN(C)CC2)cn1
-36% | -2% | 13% | -12% | -9% | 8% | nt | -1% | -1% | CCN(CCn1cccn1)C(=O)CC1C(=O)NCCN1CCc1ccccc1 (configuration not stated)
-27% | -3% | 64%[activator] | ? | -7% | 1% | -38%[0.501 µM] | -10% | -24% | COc1ccc(Cl)cc1C(=O)NNC(=S)NC(=O)c1cc(-c2ccccc2)nc2ccccc12
6% | nt | 25% | -19% | -8% | nt | -33% | 7% | -18% | CN(Cc1ccccc1)C(=O)COC(=O)c1ccccc1SCC(=O)N1CCCC1
1% | -1% | -6% | -20% | -23% | 2% | -9%[59 µM] | 1% | -11% | CC1(C)CC(=O)C2=C(C1)N=c1s/c(=C/c3ccc(F)c(F)c3)c(=O)n1C2c1ccc(F)cc1 (configuration not stated)
